PKA-R1A activ – activates the PKA-R1A holoenzyme complex; actives 0.083% (n = 340,000); PKA-R1A dissociation, Cy5-IP20 fluorescence polarization; scaled: DMSO 0%, 113 µM cGMP 100%; P00514+P68181; activation, % at 11.4 µM;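 active = percent activation above the mean of all tested compounds plus 3 SD, cut at about 19% in these data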;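 note: higher means more PKAc released from R1A so a rise in polarization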
HTR5A inv ctr – inverse agonist of human HTR5A in OPRM1-OPRD1 counter-screen; P47898; HTR5A cell line, luminescence, inverse agonism; inhibition, % at 9.3 µM; actives 0.083% (n = 340,000); AID 504634; in the data active = inhibition mostly above about 23%, no sharp cut-off; inactive = mostly below about 18%;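 note: 0% = cells with DMSO and 100% = no-cell wells with DMSO; some compounds called inactive have numbers as strong as hits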
PKA-R2B act – activates the human PKA-R2B holoenzyme complex; P22694+P31323; PKA-R2B holoenzyme dissociation, Cy5-IP20 fluorescence polarization; R2B truncated from residue 108, S112A mutant; 0% DMSO only, 100% 113 µM cGMP; activation, % at 11.4 µM; actives 0.079% (n = 340,000); AID 504700;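 active = activation above a cutoff set at the mean over all compounds plus 3 SD, cut at about 18% in these data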;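 note: higher means more holoenzyme dissociation and a rise in polarization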
Arr AP2 block – inhibitors of human beta-arrestin and AP2 interaction | FITC-arrestin peptide / GST-AP2 beads, flow cytometry; AP2 beta2 appendage carries R879A mutation | inhibition, % at 10 µM | actives 0.31% (n = 340,000) | AID 504490;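 active = inhibition above a set limit, near 3 SD of compounds lacking own fluorescence, cut at about 54% in these data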;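 note: plate controls were DMSO wells for no effect and 5 µM unlabelled arrestin peptide for full effect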
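test system = AP2 appendage R879A on GSH beads | buffer or medium = PBS plus Tween 20 (0.05%) and BSA (0.1%) | incubation = 12 min plus 1 h, RT | detection = bead flow cytometry, FITC channel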
HTR5A ag ctr – HTR5A agonism, opioid heterodimer counter-screen; P47898; HTR5A agonist assay, luminescence, cell-based; activation, % at 9.3 µM; actives 0.61% (n = 340,000); AID 504692; in the data active = activation mostly above about 9.5%, no sharp cut-off; inactive = mostly below about 7.6%;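 note: 0% = cells with vehicle only and 100% = reference agonist; strong numbers were not always called active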
OPRM1-OPRD1 ag – agonists of human mu-delta opioid receptor heterodimerization; P35372+P41143; cells, OPRM1-OPRD1 heterodimerization, luminescence; activation, % at 9.3 µM; actives 0.3% (n = 340,000); in the data active = activation above about 18%;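 note: 0% = vehicle-treated cells and 100% = reference agonist; values of inactives mirror those of a sister screen read the other way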
Target sequence (P35372 whole entry, looked up): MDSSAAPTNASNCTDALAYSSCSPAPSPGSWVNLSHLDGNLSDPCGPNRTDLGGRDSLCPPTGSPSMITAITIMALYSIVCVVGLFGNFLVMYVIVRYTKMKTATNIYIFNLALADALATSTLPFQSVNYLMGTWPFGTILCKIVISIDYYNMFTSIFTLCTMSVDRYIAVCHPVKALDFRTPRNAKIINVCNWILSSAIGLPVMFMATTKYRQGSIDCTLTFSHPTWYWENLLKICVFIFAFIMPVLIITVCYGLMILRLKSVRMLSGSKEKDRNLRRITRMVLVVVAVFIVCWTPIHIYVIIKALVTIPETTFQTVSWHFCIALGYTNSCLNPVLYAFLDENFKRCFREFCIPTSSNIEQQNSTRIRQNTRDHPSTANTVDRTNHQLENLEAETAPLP
Target sequence (P41143 whole entry, looked up): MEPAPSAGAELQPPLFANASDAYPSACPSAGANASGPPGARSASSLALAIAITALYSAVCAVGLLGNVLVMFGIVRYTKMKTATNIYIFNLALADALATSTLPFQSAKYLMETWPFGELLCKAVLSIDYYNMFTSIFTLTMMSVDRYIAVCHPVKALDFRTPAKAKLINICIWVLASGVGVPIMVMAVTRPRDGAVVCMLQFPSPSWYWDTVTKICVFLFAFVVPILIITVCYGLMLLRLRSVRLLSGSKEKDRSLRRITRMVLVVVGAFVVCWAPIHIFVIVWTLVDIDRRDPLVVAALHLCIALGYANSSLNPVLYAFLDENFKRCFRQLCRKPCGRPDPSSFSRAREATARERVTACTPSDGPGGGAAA
V-ATPase pH – alters yeast V-ATPase proton transport; S. cerevisiae, pHLuorin cytosolic pH fluorescence; response, % at 10 µM; actives 0.37% (n = 350,000); AID 504577; in the data active = response mostly above about 7.3%, no sharp cut-off; inactive = mostly below about 5.4%; note: actives read high; inactives centre near 0; some compounds called inactive have numbers as strong as hits; reference of the scale not given here
DAGLB inhibitor – blocks human DAGLB lipase activity. Q8NCG7. HEK293T DAGLB membrane lysate, EnzChek fluorogenic substrate. inhibition, % at 5.17 µM. actives 0.059% (n = 340,000). AID 504411; in the data active = inhibition above about 34%;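 note: 0% = enzyme with vehicle and 100% = wells lacking enzyme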
DSG3 Ab inh – human desmoglein-3 autoantibody binding inhibition; actives 0.48% (n = 310,000); binding (percent of control), % at 10 µM; DSG3-coupled beads, scFv-anti-DSG3-GFP binding, flow cytometry; active compounds read low; AID 588358; P32926;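 active = binding more than 3 SD below its plate's average and above zero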;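 note: hits lower antibody fragment binding to DSG3; some compounds called inactive have numbers as strong as hits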
MOR-DOR inv ag – inverse agonists of human mu-delta opioid receptor heterodimerization | P35372+P41143 | cell-based MOR-DOR heterodimer luminescence, inverse agonism | inhibition, % at 9.3 µM | actives 0.21% (n = 340,000) | AID 504357; in the data active = inhibition above about 22%, passing the limit was not always enough;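 note: 0% = cells with DMSO and 100% = wells without cells with DMSO; values of inactives mirror those of a sister screen read the other way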
* hit, by the source's call; . = no result given. This is a random part of the collection; about 2.4% have a hit in one of these screens.

Values run as follows: PKA-R1A activ	HTR5A inv ctr	PKA-R2B act	Arr AP2 block	HTR5A ag ctr	OPRM1-OPRD1 ag	V-ATPase pH	DAGLB inhibitor	DSG3 Ab inh	MOR-DOR inv ag
- Cc1ccc(NC(=O)c2ccc3c(c2)N(CC(=O)NC(C)C)C(=O)C(C)(C)O3)cc1
    -3	-20	-5	-8	-4	-1.3	-3	0	124	7
- CCN(CC)c1ccc2cc(-c3nnc(-c4ccccc4)o3)c(=O)oc2c1
    -4	-9	-9	-26	6	-3.7	1	-126	.	15
- CCOC(=O)CNC(=O)N1CCCC(N(C)CCc2ccccc2)C1 (configuration not stated)
    0	-23	-2	-6	0	-0.9	0	-1	112	5
- COc1cccc(NC(=O)C2CC2(c2cccc(OC)c2)c2cccc(OC)c2)c1 (configuration not stated)
    -3	-12	-5	-11	3	-2.3	2	-4	83	11
- COc1ccc(-n2nc3c(c2NC(=O)c2ccco2)CS(=O)(=O)C3)cc1
    1	-5	-2	-3	5	-3.1	0	-2	.	17
- COC(=O)c1c[nH]n2c(=O)c(C(C)C)c(C)nc12
    -2	-4	-12	5	9	-1.3	0	-4	105	7
- Cc1cccc(N2CC(O)=C(c3nc4ccccc4n3C)C2=N)c1
    -12	8	1	0	-3	-1.8	5	-4	104	8
- CC(NC(=O)CCn1nc(-c2ccc(Cl)cc2)ccc1=O)c1ccccc1 (configuration not stated)
    -7	-9	-3	-2	3	-3.1	4	0	101	15
- Cc1csc(NC(=O)Cc2coc3cc(C)c(C(C)C)cc23)n1
    -19	10	-18	-1	0	6.2	-2	-6	101	-37
- C[C@@H]1CC=C[C@@H]2[C@H]1C(=O)N(Cc1ccccc1)[C@H]2c1ccccc1Br
    1	-5	-1	7	1	3.5	5	-7	103	-17
- CCn1cc(C(=O)NCCCOC(C)C)c(=O)c2cc(S(=O)(=O)N3CCCC3)ccc21
    -8	2	7	2	6	-2.2	-3	-4	105	12
- CCC(OC(=O)c1nsc(Cl)c1Cl)C(=O)NC(C)(C)C (configuration not stated)
    -9	9	-1	2	-4	-1.6	-1	0	99	9
- C=CCNC(=S)NNC(=O)c1ccco1
    -2	-2	-9	-20	1	-3.4	0	0	103	20
- COc1ccccc1NCC(=O)N/N=C(\C)c1cccs1
    2	-36	0	3	14*	2.9	0	-1	103	-17
- CC1Oc2ccccc2N(CC(=O)NCC2CCCO2)C1=O (configuration not stated)
    -3	-14	8	-6	3	-1.9	0	-3	128	11
- CC(=O)c1ccc(C(=O)N2CCCC(CNC(=O)c3ccccc3Cl)C2)cc1 (configuration not stated)
    -7	3	-3	-6	5	-2.5	4	-1	105	14
- O=C(NCc1cccs1)c1ccc2ccccc2n1
    2	-8	4	11	3	-1.7	0	0	99	10
- COc1cccc(C=NNC(=O)CCCC(=O)NN=Cc2cccc(OC)c2)c1
    6	-26	-4	-4	7	-2.7	2	1	92	14
- COc1ccc(OC)c(C2C(C(=O)Nc3ccc(F)cc3)=C(C)Nc3nc(CCCO)nn32)c1 (configuration not stated)
    -7	-19	-10	4	7	-0.8	2	2	114	4
- O=C(c1ccc(S(=O)(=O)N2CCCC2)cc1)N1CCCCCC1
    -3	-4	-2	16	1	-1.6	-3	-1	82	9
- Brc1cccc(C=Nc2cccc3ncccc23)c1
    4	21	1	-4	-1	1.4	2	1	109	-7
- Cc1ccc(NC(=O)c2nc[nH]c2C(=O)N(C)Cc2ccccc2)cc1
    -5	-6	-10	6	2	4.4	0	1	102	-26
- Cc1nn(-c2ccccc2)c(Cl)c1C(=O)NNC(=O)c1ccncc1
    -3	-3	-4	5	1	-1.6	0	2	96	8
- Cc1oc2nc(SCCCC(=O)NCCCO)nc(N)c2c1C
    2	-4	-12	1	-1	-3.2	1	2	.	16
- COc1nc(N/N=C/c2ccc(C)cc2)nc(N2CCCCC2)n1
    -8	2	11	-4	-1	-0.7	0	-10	97	4
- COc1ccc(C(=O)NCCc2cnc[nH]2)cc1OC
    2	3	7	1	-1	-1.0	-6	-3	105	6
- Cn1cc(C2=C(c3ccc(Cl)cc3Cl)C(=O)NC2=O)c2ccccc21
    -1	13	-9	-4	-4	0.0	2	12	275	0
- CC(CCc1ccccc1)NC(=O)C(=O)Nc1ccccc1 (configuration not stated)
    3	16	0	16	2	1.2	7	-2	.	-6
- CC1(NC(=O)CSc2nnc(-c3c[nH]c4ccccc34)n2C2CC2)CCS(=O)(=O)C1 (configuration not stated)
    4	11	-12	-3	-5	-1.0	-2	-1	103	4
- O=C(CCN1CCc2ccccc21)c1ccc2c(c1)OCCO2
    1	-12	-1	18	0	1.5	2	5	89	-9
- Cc1noc(NS(=O)(=O)c2ccc(NC(=O)CSc3nc4ccccc4[nH]3)cc2)c1C
    -3	-17	-13	-18	12	-1.9	2	5	101	11
- CC(Sc1nnc(COc2ccc(Cl)cc2)n1Cc1ccco1)C(=O)N1CCNC1=O (configuration not stated)
    -1	3	-2	19	-1	-3.7	-4	2	102	15
- CC1CCCN(C(=O)CNS(=O)(=O)c2cccs2)C1 (configuration not stated)
    -3	-14	5	24	5	-2.7	-4	1	95	17
- CC(C)=N/N=C1/NC(=O)C(c2ccccc2)S1 (configuration not stated)
    -3	-16	-4	4	4	-2.1	3	3	93	11
- Cc1ccc(C)c(N(CC(=O)NCCSCc2ccco2)S(C)(=O)=O)c1
    -4	8	-8	23	-3	-1.6	2	-1	102	8
- CN(CC(=O)Nc1ccccc1Cl)C(=O)COC(=O)c1ccc([N+](=O)[O-])cc1Cl
    -9	4	2	-8	-1	6.4	2	2	101	-33
- CCc1cccc(NC(=S)N(CCN(C)C)C2CCN(C(C)C)CC2)c1
    -6	6	3	-3	-2	-0.6	0	1	114	3
- CC(C)(C)C(=O)Nc1nnc(CCc2ccccc2)s1
    5	-4	5	26	1	1.2	-3	0	108	-6
- Cc1ccc(NC(=S)N(CCCN2CCC(C)CC2)Cc2ccco2)cc1C
    -11	8	1	-6	-3	-2.0	-1	-1	119	10
- COc1ccc(C)cc1NC(=O)NCCC1=CCCCC1
    -5	-12	-5	-10	-2	1.3	4	-5	124	-7
- CCC(=O)Nc1ccc(Cl)c(NC(=O)c2c(OC)cccc2OC)c1
    -4	0	3	-10	-3	-1.5	-2	0	105	8
- COc1ccc(C2/C(=C(/O)c3ccc(Br)cc3)C(=O)C(=O)N2C)cc1OC (configuration not stated)
    -3	-5	-4	22	1	-4.9	6	-1	96	24
- O=C1Nc2ccccc2C(=O)N2[C@H](c3ccc(F)cc3)[C@@H]3C(=O)N(Cc4ccccc4)C(=O)[C@@H]3[C@H]12
    -6	-2	2	-1	2	-1.4	0	1	100	8
- CCc1nc(C)c(C#N)c2cc(OC)c(OC)cc12
    -6	8	3	4	0	-1.8	0	0	98	10
- CC(CCc1ccccc1)NC(=O)COC(=O)C1CCC(C(C)(C)C)CC1 (configuration not stated)
    -8	18	-1	15	0	2.3	0	-5	109	-12
- O=C(Cn1c(=O)c2ccccc2n(CC(=O)N2CCCCC2)c1=O)N1CCCCC1
    -14	8	-1	2	-3	-0.4	-2	-1	83	2
- Cc1ccc(C(=O)NC(C)c2ccc(-n3ccnc3)cc2)o1 (configuration not stated)
    4	-10	-9	-5	-1	-1.9	-10	-2	96	10
- O=C(COc1cccc(C(F)(F)F)c1)Nc1ccc(S(=O)(=O)N2CCCC2)cc1
    -6	20	-8	1	-2	6.2	5	-8	106	-34
- O=C(N/N=C/c1cccc([N+](=O)[O-])c1)c1cccc(Br)c1
    -2	4	9	104*	3	-1.9	-3	-5	105	9
- CCOC(=O)c1nc2ccccc2c(C)c1C
    -2	-11	-9	24	3	3.3	4	0	107	-16
- Cc1ccccc1NC(=O)N1CCN(S(=O)(=O)c2ccccc2)CC1
    5	10	-7	33	-4	-1.4	3	2	93	8
- COc1ccccc1OCC(=O)NNC(=O)C1CCN(c2ncnc3sc(C)c(C)c23)CC1
    -5	15	1	-7	-6	-2.4	-5	3	.	10
- C=CCN1C(=O)C(=O)N(CC(=O)c2ccc3c(c2)CCCC3)C1=O
    -4	-2	-1	-12	-3	2.5	4	-5	102	-10
- O=C(NCCc1ccccc1)c1ccc(=O)oc1
    -5	7	-7	28	-2	-2.3	-4	1	70	12
- CN1C(=S)SC(/[N+]([O-])=C\c2ccco2)C1(C)C (configuration not stated)
    -8	-4	-13	2	0	-2.1	3	-1	100	12
- COc1ccc(N2CC(C(=O)Nc3ccc(S(=O)(=O)N4CCOCC4)cc3)CC2=O)cc1 (configuration not stated)
    -6	-10	3	-26	4	-0.6	0	-1	98	3
- CCOC(=O)N1CCN(S(=O)(=O)N2CCCC(C(=O)NC(C)c3ccccc3)C2)CC1 (configuration not stated)
    -4	-4	5	9	1	-0.7	5	1	101	4
- CCOc1ccc(N2C(=O)S/C(=C\c3ccc(O)c(OC)c3)C2=O)cc1
    7	-8	3	24	-1	-0.7	-2	-4	98	4
- CCOC(=O)c1c(O)cc(C)cc1Nc1ccccc1
    -3	-4	5	16	1	4.6	1	-8	93	-23
- NC(=O)c1nsc(C(=O)N(c2ccccc2)C(C(=O)NCC2CCCO2)c2ccc3ncccc3c2)c1N (configuration not stated)
    -11	-6	-1	4	2	-1.5	-5	0	.	9

Further structures
Values run as follows: PKA-R1A activ	HTR5A inv ctr	PKA-R2B act	Arr AP2 block	HTR5A ag ctr	OPRM1-OPRD1 ag	V-ATPase pH	DAGLB inhibitor	DSG3 Ab inh	MOR-DOR inv ag
- CC(C)CC(c1nnnn1C1CCCC1)N1CCN(c2ccccc2F)CC1 (configuration not stated)
    -3	5	0	3	-4	-1.0	1	-8	103	4
- CCCCn1c(=O)n(CC(=O)Nc2c(CC)cccc2CC)c(=O)c2c1nc(CO)n2CCC
    -7	19	-5	1	-7	-2.3	3	-4	.	10
- Cc1cn([C@H]2C[C@H](O)[C@@H](CNCc3cc(Cl)ccc3OCc3ccc(Cl)cc3)O2)c(=O)[nH]c1=O
    -7	.	-4	.	.	.	3	1	108	.
- COCCNC(=O)CNS(=O)(=O)c1ccc2nc(C)sc2c1
    1	5	0	16	-5	-2.2	-1	0	100	13

3 of these compounds in a different format.
CC(C)(C)C(=O)Nc1nnc(CCc2ccccc2)s1
  PKA-R1A activ: 5 | HTR5A inv ctr: -4 | PKA-R2B act: 5 | Arr AP2 block: 26 | HTR5A ag ctr: 1 | OPRM1-OPRD1 ag: 1.2 | V-ATPase pH: -3 | DAGLB inhibitor: 0 | DSG3 Ab inh: 108 | MOR-DOR inv ag: -6
Cc1ccc(NC(=S)N(CCCN2CCC(C)CC2)Cc2ccco2)cc1C
  PKA-R1A activ: -11 | HTR5A inv ctr: 8 | PKA-R2B act: 1 | Arr AP2 block: -6 | HTR5A ag ctr: -3 | OPRM1-OPRD1 ag: -2.0 | V-ATPase pH: -1 | DAGLB inhibitor: -1 | DSG3 Ab inh: 119 | MOR-DOR inv ag: 10
COc1ccc(C)cc1NC(=O)NCCC1=CCCCC1
  PKA-R1A activ: -5 | HTR5A inv ctr: -12 | PKA-R2B act: -5 | Arr AP2 block: -10 | HTR5A ag ctr: -2 | OPRM1-OPRD1 ag: 1.3 | V-ATPase pH: 4 | DAGLB inhibitor: -5 | DSG3 Ab inh: 124 | MOR-DOR inv ag: -7
